MITF inh: MITF inhibitors, primary screen, biochemical, AlphaScreen, human. inhibition, % at 2.6 µM. AlphaScreen MITF homodimerization, bead proximity signal. hit rate 0.91% among 650,000; in the data active = inhibition above about 50%;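 note: 0% = vehicle wells with protein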
FBW7 activator: FBW7 E3 ligase activators, primary screen, biochemical, AlphaScreen, human | F-box/WD repeat-containing protein 7 (Homo sapiens), Q969H0 | AlphaScreen FBW7–phospho-cyclin E peptide binding, activator screen | normalized activity (activation), % at 26.1 µM | hit rate 0.13% among 650,000 | AID 1259310, 2017; in the data active = normalized activity above about 1.9%;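 note: purified mutant Fbw7 with reduced substrate affinity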
Target sequence (Q969H0 whole entry, looked up): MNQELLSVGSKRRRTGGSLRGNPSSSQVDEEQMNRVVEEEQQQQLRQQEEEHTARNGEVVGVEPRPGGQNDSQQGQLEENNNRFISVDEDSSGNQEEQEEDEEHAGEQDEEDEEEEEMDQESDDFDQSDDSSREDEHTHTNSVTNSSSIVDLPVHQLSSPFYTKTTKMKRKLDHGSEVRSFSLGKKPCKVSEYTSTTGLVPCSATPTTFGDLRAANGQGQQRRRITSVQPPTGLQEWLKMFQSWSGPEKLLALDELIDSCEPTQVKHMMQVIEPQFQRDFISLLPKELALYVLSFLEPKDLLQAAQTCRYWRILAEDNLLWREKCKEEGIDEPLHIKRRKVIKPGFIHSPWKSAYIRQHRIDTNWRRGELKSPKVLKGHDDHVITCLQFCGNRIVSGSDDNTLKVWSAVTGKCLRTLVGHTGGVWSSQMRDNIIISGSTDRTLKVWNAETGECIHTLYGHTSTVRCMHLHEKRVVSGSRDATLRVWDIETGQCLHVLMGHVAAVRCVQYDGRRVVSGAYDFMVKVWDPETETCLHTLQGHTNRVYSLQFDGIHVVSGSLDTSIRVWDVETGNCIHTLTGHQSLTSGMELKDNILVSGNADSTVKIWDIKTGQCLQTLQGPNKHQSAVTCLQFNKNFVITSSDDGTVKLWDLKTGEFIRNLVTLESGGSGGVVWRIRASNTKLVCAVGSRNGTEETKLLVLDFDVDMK
GPR151 ag: activators of human GPR151, primary screen, cell-based, PathHunter beta-arrestin, luminescence; PathHunter beta-arrestin GPR151 cells; hit rate 1% among 650,000; activation, % at 11.2 µM; AID 1508602, 2020; in the data active = activation above about 4.9%;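 note: 0% = median of compound wells and 100% = cells with positive control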
TEAD-YAP block: TEAD-YAP interaction inhibition, primary screen, TEAD-YAP interaction inhibitor project, luminescence, HEK-TIYL cells. inhibition, % at 9.12 µM. hit rate 1.4% among 640,000. AID 1259422, 2018. TEAD-Gal4/YAP UAS-luciferase luminescence; in the data active = inhibition above about 32%;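 note: 0% = median of test compound wells and 100% = reference inhibitor wells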
* hit, by the source's call; & = joins results of further samples.

canonical_smiles,MITF inh,FBW7 activator,GPR151 ag,TEAD-YAP block
O=C(CSc1nnc2[nH]c(=O)ccn12)N1CCCc2ccccc21,2.4,-0.2,-1.2,1.4
Cc1ccc(-n2c(=S)sc3c(=O)n(-c4ccccc4)c(SCC(=O)Nc4ccccc4C(F)(F)F)nc32)cc1C,18.8,0.1,-0.5,1.1
CCOc1ccc(NC(=O)CSc2nc3ccccc3c(=O)n2CC2CCC(C(=O)NCc3ccccc3Cl)CC2)cc1 (centres undefined),2.6,0.0,-0.9,5.3
O=C(CN1CCC(O)(c2ccccn2)CC1)Nc1ccccn1,8.3,0.0,-1.1,-4.3
O=C(COc1ccc(Cl)cc1Br)NCCO,-1.2,-0.3,1.2,-4.1
NC(=O)C1CCN(C(=O)CCn2c(=S)[nH]c3cc4c(cc3c2=O)OCO4)CC1,15.2,0.3,-1.7,-0.8
CN(C)CC(C)(C)CNCC(O)COCc1ccc2c(c1)OCO2 (centres undefined),57.0*,0.1,-0.5,1.8
COc1ccc(-c2noc(CC(=O)N(Cc3ccco3)CC3CCCO3)n2)cc1 (centres undefined),-6.2,0.1,0.4,-2.1
COc1ccc(CNc2nccn3c(-c4c(OC)cccc4OC)cnc23)cc1,12.2,0.0,1.5,9.1
O=C(CN1C(=O)c2cccc([N+](=O)[O-])c2C1=O)Nc1ncccn1,9.7,0.2,0.3,4.7
C=CCn1c(C)cc(C(=O)COC(=O)c2ccc(Cl)c(N)c2)c1C,12.2,0.0,-1.2,-71.2
COc1ccc(-c2cc(NCCO)ncn2)cn1,5.0,0.0,1.5,-21.7
O=C(COc1ccccc1F)N(CC1CCCO1)c1nc2ccccc2s1 (centres undefined),0.2,0.0,0.6,11.0
Cc1ccc(OCC(=O)Nc2cccc(NC(=O)C(C)C)c2)cc1,-0.8,0.0,0.2,6.2
CCOC(=O)N1CCC(N2CCC(CO)(Cc3ccccc3Cl)CC2)CC1,-1.9,-0.1,-0.9,9.9
Cn1c(=NC(=O)CSCC(=O)N2CCCC2)sc2cc(Br)ccc21,17.7,-0.1,4.3,-2.9
COc1ccc(C2/C(=C(/O)c3ccc(F)cc3)C(=O)C(=O)N2CCCCCC(=O)O)cc1OC (centres undefined),-16.5,-0.2,-0.4,-11.8
CC[C@H](C)[C@@H]1NC(=O)[C@H]2CN(CCCc3ccccc3)CCN2C1=O,-5.7,0.1,0.7,12.2
CCC(=O)N1c2ccccc2-c2nnc(SC)nc2OC1c1cc(OC)c(OC)cc1OC (centres undefined),2.6,0.5,-0.1,0.3
CCN(CC)C(=O)c1scc2c1OCCO2,4.7,0.2,1.2,13.6
CCCn1c(SCC(=O)NNC(=O)C(C)C)nc2c1c(=O)n(C)c(=O)n2C,7.0,0.1,0.6,0.8
CCCCOCCCNS(=O)(=O)c1ccc([N+](=O)[O-])cc1,0.3,-0.1,-0.7,4.1
COc1c2ccccc2nc2occc12,7.4,0.3,-1.3,-9.7
CCOC(=O)c1ccccc1NC(=O)c1c(O)c2ccccc2[nH]c1=O,7.6,0.1,-0.5,-10.7
Cc1oncc1C(=S)Nc1ccccc1,-1.7,0.0,0.2,-3.0
Cc1nc(NC(=O)C2CC2)sc1C(=O)N1CCCCC1,-0.1,0.0,0.6,1.4
COc1cc(OC)c(OC)cc1CN1CCCN(C)CC1,37.1,0.2,-0.3,3.0
CCCOC(=O)c1cccc(-c2ccc(/C=C3\C(=O)N(CCO)C(=O)C(C#N)=C3C)o2)c1,-0.1,-0.3,0.2,9.5
Cn1c(N)c(C(=O)c2ccc(Oc3ccccc3)cc2)c(=O)n(C)c1=O,8.8,0.1,0.8,-2.1
CN(Cc1ccccc1)C(=O)c1nc2ccccn2c1CNCc1ccc(F)cc1F,-9.1,0.1,1.8,-8.2
O=C(COc1ccccc1)Nc1ccc(Cl)cc1C(=O)O,11.7,0.8,-5.4,13.5
COc1ccccc1N1CCN(C(=O)c2ccc([N+](=O)[O-])cc2Cl)CC1,-7.7,-0.7,1.1,2.7
CC(=O)c1sc(NC(=O)CCCSc2ccc(Cl)cc2)nc1C,5.1,0.1,2.5,6.9
N#CCCn1c2c(c3ccccc31)CCC2,11.5,-0.1,0.6,6.2
COc1cc(OC)c(-c2nc3cnccn3c2NCc2ccco2)cc1OC,-13.0,-0.2,-0.5,-4.4
CC(=O)C1=C(O)C(=O)N(c2cccc(C(F)(F)F)c2)C1c1ccc(Br)cc1 (centres undefined),-0.4,0.0,2.6,7.1
COc1ccc(NC(=O)c2cccc(S(=O)(=O)N3CCCCCC3)c2)cc1,-6.3,-0.1,-1.9,4.7
COc1cc(Nc2nc(Nc3nccc4ccccc34)nc3c2ncn3C(C)C)cc(OC)c1OC,-6.4,0.0,-0.1,23.6
CC1(C)CC(=O)C2=C(C1)OC(c1ccc3c(c1)OCO3)C(C#N)=C2N (centres undefined),-5.9,0.0,-1.9,0.0
CCCCNC(=O)C1C2C=CC3(CN(Cc4ccccc4)C(=O)C13)O2 (centres undefined),8.8,0.8,-1.2,6.8
Cc1ccc(NC(=O)COC(=O)c2ccccc2F)cc1,8.8,0.2,0.4,9.6
O=C(O)CCC(C(=O)O)N1C(=O)/C(=C/c2ccccc2)SC1=S (centres undefined),2.9,0.1,-1.8,6.0
Cc1ccccc1NC(=O)c1c[nH]c2ccccc2c1=O,-3.8,-0.1,1.7,-49.7
CS(=O)(=O)c1ccc(N2CCN(CCO)CC2)cc1,10.6,0.4,-1.0,-5.5
COc1ccccc1OCC(=O)NCC1CCCN(C(=O)C2=CCCC2)C1 (centres undefined),6.4,0.0,0.0,-1.9
Cc1nn(-c2nc(C)c(C)c(=O)[nH]2)c(C)c1CCC(=O)NC1CCCC1,6.4,-0.8,-1.3,1.9
CCOc1ccccc1C(=O)NN1C(=O)c2ccccc2C1=O,-6.3,-0.1,1.0,-0.8
CCOC(=O)N1CCC(NCCNC(=O)c2ccco2)CC1,14.5,0.1,0.7,1.3
CCOc1ccccc1N(CC(=O)NCCSc1ccccc1)S(=O)(=O)c1ccccc1,3.4,0.0,0.3,-9.1
COc1cc(=O)n2c(c1C(=O)NCCCn1cccn1)CCN(Cc1ccc(C)cc1)CC2,0.7,0.6,-1.0,8.1
CCOC(=O)N1CCC(NC(=O)C2CC23CCN(CC2CC=CCC2)CC3)CC1 (centres undefined),5.1,0.0,-0.5,11.9
Cc1ccc(NC(=O)CSc2ccccc2)c([N+](=O)[O-])c1,1.6,-0.7,0.9,-18.4
Cc1ccc2c(Cl)c(C(=O)Nc3sc4c(c3C#N)CCC(C)C4)sc2c1 (centres undefined),20.6,0.0,-1.8,-4.7
CCCCNC(=O)c1cn(-c2ccc(F)cc2F)c(=O)c2ccccc12,-16.3,0.0,-1.7,-10.4
COc1cc(C(=O)N2c3ccccc3CC2C)cc(OC)c1OC (centres undefined),-22.3,0.0,1.0,8.6
Clc1ncc(CN2CCN(c3ccccn3)CC2)s1,-5.6,0.2,0.8,5.3
O=C(Cn1ccc([N+](=O)[O-])n1)Nc1nc2ccccc2s1,-0.1,-0.1,0.1,5.3
OCCNCCCCOc1ccc(I)cc1,-10.3,0.0,0.3,-13.4
COCCn1c(=NC(=O)c2ccccc2)sc2cc(F)ccc21,-9.6,0.0,-0.2,-8.9
COc1ccc(C(C)=O)cc1Cn1nnc(-c2ccccc2Br)n1,-7.3,0.0,-1.2,9.7

Exported field by field: 2 of the compounds above
CC(=O)C1=C(O)C(=O)N(c2cccc(C(F)(F)F)c2)C1c1ccc(Br)cc1 (centres undefined)
- MITF inh: -0.4
- FBW7 activator: 0.0
- GPR151 ag: 2.6
- TEAD-YAP block: 7.1
COc1ccc(NC(=O)c2cccc(S(=O)(=O)N3CCCCCC3)c2)cc1
- MITF inh: -6.3
- FBW7 activator: -0.1
- GPR151 ag: -1.9
- TEAD-YAP block: 4.7

(next part)
canonical_smiles,MITF inh,FBW7 activator,GPR151 ag,TEAD-YAP block
COc1cccc2cc(-c3nc4ccccc4[nH]3)c(=Nc3ccccc3C)oc12,9.4,-0.1,-1.1,-34.4
CC1(C)CC2(C)OC(=O)CN2C(=S)N1 (centres undefined),-0.9,-0.1,-1.7,-9.7
O=[N+]([O-])c1ccc(O)c(C=Nc2ccccc2I)c1,23.6,0.5,-0.7,-6.8
CCOC(=O)c1sc(NC(=O)C(C)Sc2nnc(CNC(=O)c3ccccc3F)n2-c2cccc(C)c2)c(C(=O)OCC)c1C (centres undefined),-5.0,-0.1,-1.3,1.9
CSc1nc2c(c(=O)n1-c1cccc(C)c1)C1(CCCCC1)Cc1ccccc1-2,2.4,0.3,0.5,2.5
COc1cc(C(=O)N2CCN(C(=O)c3ccccc3F)CC2)cc(OC)c1OC,13.1,0.8,-0.1,-6.6
Cc1ccc(C)c(-n2nnnc2SCC(=O)Nc2cc(C(N)=O)cc(C(N)=O)c2)c1,6.6,0.1,-2.0,-0.1
COC(=O)C1=C(C)NC2=C(C(=O)c3ccccc32)C1c1ccc(I)o1 (centres undefined),10.9&17.4,-0.3&-0.1,-1.4&0.3,-21.3&-25.0
N#CC1=C(N)N=C(SCC(=O)Nc2nccs2)C(C(N)=O)C12CCCCC2 (centres undefined),12.8,0.1,-1.4,-3.0
O=C(c1nccs1)C1CCN(C(=O)C2CC(=O)N(C3CCCCC3)C2)CC1 (centres undefined),9.3,0.0,0.4,3.6
O=C(O)c1cccc(S(=O)(=O)N2CCC(c3nc(-c4ccc(F)cc4)no3)CC2)c1,-3.9,-0.1,1.6,-2.8
CCCNc1nc(NCc2ccc3c(c2)OCO3)nc2c1ncn2Cc1ccc(C(F)(F)F)cc1,7.7,-0.1,1.2,-5.8
O=C(CCN1C(=O)C2C3C=CC(CC3)C2C1=O)N1CCN(c2cccc(C(F)(F)F)c2)CC1 (centres undefined),6.1,-0.2,-0.1,4.6
CC(Oc1ccccc1)C(=O)N1CCN(c2ccc(F)cc2)CC1 (centres undefined),-4.6,0.2,-0.2,7.0
CCC(C)OC(=O)C(C)Oc1ccc2c3c(c(=O)oc2c1)CCC3 (centres undefined),-15.0,-0.1,0.2,-13.4
Cc1c(NC(=S)NC(=O)CC23CC4CC(CC(C4)C2)C3)c(=O)n(-c2ccccc2)n1C,10.2,0.1,0.5,-8.8
Cc1ccc2cc(CN(CCCO)C(=O)c3cccc(F)c3)c(=O)[nH]c2c1,0.8,0.2,0.0,6.1
Cn1cc([N+](=O)[O-])c(C(=O)Nc2cccc(Br)c2)n1,7.1,0.3,-0.7,-17.6
COc1cccc(CC(=O)N2CCCC(c3ccn[nH]3)C2)c1 (centres undefined),7.5,0.0,-0.7,-11.4
O=C(c1ccc(S(=O)(=O)N2CCCCC2)cc1)n1cnc2ccccc21,22.0,0.9,-1.2,-3.4
CCCCCc1ccc(-c2ccc(C(=O)Nc3cccc(Cl)c3)cc2)nc1,-0.6,-0.1,1.6,-1.1
O=C(CSc1nc2sc3c(c2c(=O)[nH]1)CCCC3)NCc1ccccc1,-2.4,0.0,0.5,-7.3
Nc1nnc(CC(=O)N/N=C/c2ccccc2Cl)s1,7.2,0.0,-1.0,4.0
NC(=O)c1cccc(Nc2ccccc2)c1,2.7,0.0,0.2,-5.8
COC(=O)c1ccccc1NC(=O)c1ccc(C(=O)Nc2ccccc2C(=O)OC)cc1,9.9,0.0,-1.3,-10.3
O=C(CN1C(=O)[C@H]2CCCN2C(=O)c2ccccc21)N1CCCc2ccccc21,-2.1,-0.1,0.4,-3.3
C/C(=N\NC(=O)c1ccccc1O)c1cccs1,7.4,0.1,-1.1,37.5*
O=S(=O)(c1ccc(S(=O)(=O)N2CCC(N3CCCCC3)CC2)cc1)N1CCCC1,-0.6,-0.1,-0.1,3.3
O=C(CCC1CCCCC1)Nc1ccc(Cl)cn1,-7.1,-0.1,-1.4,-17.7
CC(CC#N)C(=O)c1ccc(Cl)cc1 (centres undefined),24.1,0.1,0.3,6.6
CCOC(=O)/C(C#N)=C1\SCC(=O)N1c1ccc(OC)cc1,2.8,-0.2,-4.4,4.7
O=C(Cc1c(F)cccc1Cl)NCc1ccncc1,2.8,0.0,0.7,-1.4
CCCCNC(=O)C1CCC(=O)N(c2ccc(OC)cc2)C1c1ccc(F)cc1 (centres undefined),-6.0,0.0,0.3,-1.5
CC(C)(C)NC(=O)CCN1Cc2ccccc2OC(c2ccccc2F)C1 (centres undefined),-2.1,0.0,0.6,-4.1
CCOC(=O)N1CCN(CC(=O)c2cc(C)n(-c3ccc(F)cc3)c2C)CC1,5.1,0.0,0.5,4.5
COc1ccc(S(=O)(=O)NCC(c2cccc3ccccc23)N(C)C)cc1OC (centres undefined),4.5,0.1,0.6,3.8
Cc1ccc(N2C(=O)NC(=O)/C(=C\c3sccc3C)C2=O)cc1,-3.0,-0.1,0.9,2.8
CCn1cnc2sc(C(=O)N3CCCCC3C)c(C)c2c1=O (centres undefined),0.0,0.0,1.7,-4.1

Copied from the list.
CCCCNC(=O)C1CCC(=O)N(c2ccc(OC)cc2)C1c1ccc(F)cc1 (centres undefined) | GPR151 ag = 0.3
O=C(Cc1c(F)cccc1Cl)NCc1ccncc1 | GPR151 ag = 0.7
